hIAP inh – blocks human intestinal alkaline phosphatase; P09923; inhibition, % at 10 µM; 330,000 compounds, 0.12% hits; purified IAP, CDP-Star luminescence, 30 min;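 active = inhibition reaching a set limit with compound at 10 µM in the primary screen, cut at about 35% in these data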;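 also: plate controls were DMSO wells with enzyme for no effect and no-enzyme buffer wells for full effect; values of inactives mirror those of a sister screen read the other way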
mIAP act – increases mouse intestinal alkaline phosphatase activity | 330,000 compounds, 0.24% hits | muIAP, CDP-Star luminescence, 30 min; active compounds read high; 1 = vehicle-only enzyme signal, 0 = enzyme-free wells | AID 2805 | activation factor at 10 µM;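 active = activation factor of at least 2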; also: the source names both 10 and 20 µM as test concentration; values of inactives mirror those of a sister screen read the other way
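System: mouse IAP enzyme. Reagent: CDP-Star chemiluminescent phosphatase substrate. Benchmarks: DMSO wells, no-enzyme wells. Times: 30 min enzyme-substrate-compound incubation at room temperature. Detection: luminescence from enzymatic CDP-Star hydrolysis. Doses: test compounds delivered from DMSO solution.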
NALP3 yeast inh – inhibitors of NALP3 inflammasome in yeast. Yeast reconstituted NLRP3/ASC/caspase-1, beta-gal luminescence, 24 h. inhibition, % at 10 µM. 330,000 compounds, 0.39% hits;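 active = inhibition of 50% or more; inactive = inhibition below 50%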;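 also: plate controls were induced DMSO wells for no effect and uninduced yeast grown without galactose for full effect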
hIAP act – human IAP activation; purified human IAP, CDP-Star luminescence, 30 min; active compounds read high; 1 = vehicle-only enzyme, 0 = enzyme-free background; activation factor at 10 µM; P09923; AID 2524; 330,000 compounds, 0.16% hits;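 active = activation factor of the enzyme at least 2-fold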; also: the source names both 10 and 20 µM as test concentration; values of inactives mirror those of a sister screen read the other way
APOBEC3G inh – APOBEC3G (human) deaminase inhibition | Q9HC16 | inhibition, % at 20 µM | recombinant A3G, ssDNA deamination FAM/TAMRA fluorescence | 330,000 compounds, 0.28% hits | AID 493012;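 active = inhibition of at least 40% at 20 µM, with no more than 30% in the related APOBEC3A deaminase screen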;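 also: plate controls were DMSO wells with A3G for no effect and wells lacking A3G enzyme for full effect; some compounds called inactive have numbers as strong as hits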
Target sequence (Q9HC16 whole entry, looked up): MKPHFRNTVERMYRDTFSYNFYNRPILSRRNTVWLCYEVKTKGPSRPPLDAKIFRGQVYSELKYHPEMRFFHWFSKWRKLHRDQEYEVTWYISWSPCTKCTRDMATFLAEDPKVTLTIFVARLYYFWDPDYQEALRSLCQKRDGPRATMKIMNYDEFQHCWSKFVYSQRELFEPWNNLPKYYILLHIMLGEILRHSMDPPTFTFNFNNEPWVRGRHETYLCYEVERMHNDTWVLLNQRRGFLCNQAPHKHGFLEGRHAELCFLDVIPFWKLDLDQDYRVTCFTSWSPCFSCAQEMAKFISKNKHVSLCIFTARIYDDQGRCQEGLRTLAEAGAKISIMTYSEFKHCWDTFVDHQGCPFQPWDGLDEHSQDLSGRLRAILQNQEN
mIAP inh – mouse IAP inhibition; 330,000 compounds, 0.2% hits; AID 2806; purified mouse IAP, CDP-Star luminescence, 30 min; inhibition, % at 10 µM;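 active = inhibition of at least 40% at 10 µM in the primary screen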;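 also: plate controls were DMSO with enzyme for no effect and no enzyme wells for full effect; values of inactives mirror those of a sister screen read the other way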
MIN6 prolif – MIN6 beta-cell proliferation induction | proliferation, % at 10 µM | 330,000 compounds, 0.29% hits | AID 2380 | MIN6 cells proliferation, ATPlite luminescence, 48 h; cells starved in 0.2% serum; 100% = growth in 10% serum;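 active = compounds whose signal lies at least 3.5 SD above the mean of all wells on their plate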;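 also: 0% = DMSO-treated cells in low-serum medium and 100% = 10% serum control; some compounds called inactive have numbers as strong as hits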
A3A deaminase – inhibitors of human APOBEC3A DNA deaminase | inhibition, % at 20 µM | AID 493011 | P31941 | 330,000 compounds, 0.41% hits | recombinant A3A, FAM/TAMRA ssDNA deamination fluorescence;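 active = at least 40% inhibition at 20 µM here, with at most 30% in a related deaminase screen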;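 also: plate controls were A3A with DMSO for no effect and wells lacking A3A enzyme for full effect; some results filed as inactive read as strong as hits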
Target sequence (P31941 whole entry, looked up): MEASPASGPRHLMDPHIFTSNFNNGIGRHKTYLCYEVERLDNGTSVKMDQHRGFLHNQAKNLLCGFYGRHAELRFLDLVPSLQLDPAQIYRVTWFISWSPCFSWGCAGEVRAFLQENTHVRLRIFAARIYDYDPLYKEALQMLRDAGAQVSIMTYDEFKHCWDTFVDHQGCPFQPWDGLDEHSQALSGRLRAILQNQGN
SENP1 inh – SENP1 (human) catalytic domain inhibition; AID 624204; 360,000 compounds, 0.21% hits; recombinant SENP1 catalytic domain, CyPet-SUMO1-YPet FRET cleavage; inhibition, % at 10 µM; Q9P0U3;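 active = inhibition at least 30% at 10 µM, raw YFP signal under a set limit, fluorescence ratio 0.5 to 1.5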;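 also: 0% = enzyme with DMSO and 100% = no enzyme wells; some results filed as inactive read as strong as hits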
Target sequence (Q9P0U3 419-644 limits assumed): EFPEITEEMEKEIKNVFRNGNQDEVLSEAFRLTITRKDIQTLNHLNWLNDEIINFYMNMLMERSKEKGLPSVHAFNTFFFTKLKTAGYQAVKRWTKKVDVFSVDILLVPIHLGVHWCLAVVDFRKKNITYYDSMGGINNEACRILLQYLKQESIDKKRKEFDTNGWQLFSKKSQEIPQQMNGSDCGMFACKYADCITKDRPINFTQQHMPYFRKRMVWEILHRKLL
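Test system: recombinant human SENP1 catalytic domain, His6-tagged / Medium: pH 8 Tris buffer with EDTA, NaCl, BME, BSA, NP40, catalase / Also added: SUMO1 FRET substrate flanked by Cypet and Ypet, 25 nM / Times: 50 min reaction at room temperature / Signal: FRET, CFP and YFP emission / Control set: no-enzyme low control and enzyme-plus-DMSO high control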
The depositor's hits bear a star; x = no result given; & = joins results of further samples. Not all compounds are listed. The share of hits here may be higher or lower than overall.

SMILES	hIAP inh	mIAP act	NALP3 yeast inh	hIAP act	APOBEC3G inh	mIAP inh	MIN6 prolif	A3A deaminase	SENP1 inh
O=C(CCC1CCN(C(=O)c2cncs2)CC1)Nc1ccccc1	-31	1	14	1.3	-3	-3	-2	0	0
N#Cc1ccc(/C=N/NC(=S)Nc2ccc(S(=O)(=O)N3CCOCC3)cc2)cc1	0	0.83	-5	1	-5	17	-1	1	2
CCCN1CCc2c(sc(NC(=O)c3ccc(S(=O)(=O)N(C)c4ccccc4)cc3)c2C(N)=O)C1	14	1	-7	0.86	-10	-3	-4	-4	-21
COc1cc(C(=O)NCC2CCCO2)cc(Br)c1OCc1ccccc1 (stereo not given)	19	0.99	21	0.81	-8	1	-5	-7	0
CCCCCn1nc(-c2ccccc2)c2nc3ccccc3nc21	8	1.1	0	0.92	-4	-14	-6	4	-23
COc1ccccc1CNC(=O)COC(=O)Cc1ccc(F)cc1	-6	1	8	1.1	-6	-3	-2	0	3
COCc1cc(C)n(CC(=O)Nc2cc(C)cc(C)c2)c(=O)c1C#N	-26	1	20	1.3	-3	0	-3	2	3
S=C(NCCc1ccccc1)N1CCN(C23CC4CC(CC(C4)C2)C3)CC1	-2	1.1	28	1	-10	-14	-6	-6	1
Cc1ccc(S(=O)(=O)/N=C(/Nc2c(C)n(C)n(-c3ccccc3)c2=O)c2ccccc2)cc1	-2	0.99	-8	1	-5	1	4	0	-2
CCOC(=O)N1CCN(C(=O)CS(=O)(=O)c2cn(Cc3ccccc3Cl)c3ccccc23)CC1	2	1.2	-8	0.98	-5	-17	6	-5	2
C[C@]1(C2CCCC2)Cc2cc(OCC(=O)O)c(Cl)c(Cl)c2C1=O	-2	1.1	16	1	-4	-8	0	2	-1
CC(C)(C)CC(C)(C)N=C1NS(=O)(=O)c2cc([N+](=O)[O-])ccc21	10	0.97	10	0.9	-3	3	-2	0	1
Cc1nn(Cc2ccccc2)c(C)c1NC(=O)c1ccc([N+](=O)[O-])cc1[N+](=O)[O-]	0	0.93	10	1	0	7	-4	1	1
COc1ccc(-n2nc(C(=O)NCC(=O)N3CCC(C)CC3)c3ccccc3c2=O)cc1	-16	0.97	3	1.2	5	3	0	-1	2
CC(C)(C)c1ccc(C(=O)C=[N+]=[N-])cc1	-11	1	2	1.1	-8	-4	-1	-5	2
CN=C1SC(CC(=O)NCCc2ccc(OC)c(OC)c2)C(=O)N1C (stereo not given)	2	0.97	7	0.98	-1	3	3	1	2&-1
COC(=O)C(F)(Sc1c(C)n(C)n(-c2ccccc2)c1=O)C(F)(F)F (stereo not given)	10	0.96	10	0.9	-5	4	-3	-1	1
CN(/C(=N/S(=O)(=O)c1ccccc1)c1ccccc1)S(=O)(=O)c1ccccc1	-14	1	16	1.1	-3	-3	0	5	2
Cc1cc(C)c2c(c1)OC(O)(C(F)F)CC2=O (stereo not given)	16	0.93	0	0.84	-5	7	-1	1	1
CCOc1ccc(Nc2cc(C)nc(N3CCOCC3)n2)cc1	-6	0.94	20	1.1	-2	6	-1	7	1

Whole records as entered above. Order of screens: hIAP inh | mIAP act | NALP3 yeast inh | hIAP act | APOBEC3G inh | mIAP inh | MIN6 prolif | A3A deaminase | SENP1 inh
Cc1cc(C)c2c(c1)OC(O)(C(F)F)CC2=O (stereo not given) reads 16 | 0.93 | 0 | 0.84 | -5 | 7 | -1 | 1 | 1
CN(/C(=N/S(=O)(=O)c1ccccc1)c1ccccc1)S(=O)(=O)c1ccccc1 reads -14 | 1 | 16 | 1.1 | -3 | -3 | 0 | 5 | 2

Next part:
SMILES	hIAP inh	mIAP act	NALP3 yeast inh	hIAP act	APOBEC3G inh	mIAP inh	MIN6 prolif	A3A deaminase	SENP1 inh
Cc1ccc(OCC(=O)NCCNC(=O)c2ccco2)cc1	-9	0.96	-8	1.1	3	4	0	-4	2
O=C(NCCN1CCN(C(=O)c2c(F)cccc2F)CC1)C(=O)Nc1ccc(Cl)cc1	-8	0.92	19	1.1	-3	8	-2	-2	-1
COc1ccc(CCNC(=O)CC2SC(=NCc3ccccc3)NC2=O)cc1 (stereo not given)	-4	0.96	10	1	-5	4	-3	-1	0
Cc1cc(NC(=O)C(C)SCC(=O)O)no1 (stereo not given)	-15	1	-4	1.2	-3	-2	-2	3	2
Cc1ccc(O)c(NC(=S)NC(=O)Cc2ccc(Cl)cc2)c1	0	0.72	9	1	1	28	-3	-4	3
O=C(CC1Nc2ccccc2NC1=O)NCCc1ccccc1 (stereo not given)	7	0.97	-1	0.93	-7	3	-2	-5	-63
COc1ccc(C2NS(=O)(=O)N=C2N)cc1 (stereo not given)	13	0.9	11	0.87	-2	10	0	1	1
COc1ccc(C2(C)NC(=O)N(CC(=O)NC3CC3)C2=O)cc1 (stereo not given)	-4	1.2	2	1	-5	-16	2	-2	0
CN(C)C(=O)C12CCC(C)(c3nc4ccccc4nc31)C2(C)C (stereo not given)	13	0.91	9	0.87	-6	9	1	-1	2
CC(=O)Nc1ccc(C(=O)OCc2ccc(F)cc2)cc1	4	1	46	0.96	-2	-4	3	1	2
COc1cccc(CN(CC(=O)NC2CCCC2)C(=O)CCC(=O)Nc2cc(C)on2)c1	14	0.86	-7	0.86	1	14	0	-1	0
O=C(/C=C/c1ccccc1Cl)NCCCn1ccnc1	-12	1	7	1.1	-4	-1	-2	-4	1
Cc1ccc(-c2nnc(N3CCCCCC3)c3ccccc23)cc1	13	0.82	35	0.87	-8	18	-4	-5	1
COc1ccc(OC)c(N)c1	7	0.84	15	0.93	-3	16	-3	-3	3
CC(C)(C)[C@@H]1C=C(C(=O)NCc2ccccc2)O[C@H](OCc2ccc(CO)cc2)C1	-8	1.3	18	1.1	-7	-25	-2	-3	2
COc1ccccc1N1CCN(S(=O)(=O)CCNC(=O)CCCc2ccccc2)CC1	-10	1	11	1.1	0	-5	-1	1	1
Cc1ccc(C(=O)NCCc2nc3ccccc3[nH]2)cc1[N+](=O)[O-]	1	0.89	-17	0.99	-4	11	-2	-1	1
CC(C)(C)c1ccc(/C=C2\CCn3c2nc2cc(C(=O)O)ccc2c3=O)cc1	2	0.99	3	0.98	-9	1	-6	-3	2
CCc1ccc(Nc2n[n+](-c3ccccc3)c(-c3ccc(SC)cc3)s2)cc1	-5	0.93	16	1.1	-16	7	-7	-11	3
CCOc1[nH]n(-c2ccccc2)c(=O)c1C=Nc1ccc(F)cc1F	13	0.9	-2	0.87	-2	10	2	-1	3
CC(=O)c1cc(-c2ccccc2)n(CCC(=O)NC2CCC(C)CC2)c1C (stereo not given)	-2	1.1	4	1	-2	-11	0	-3	3
CCOc1ccccc1C(=O)OCC(=O)NCC1CCCO1 (stereo not given)	-10	1	10	1.1	-5	-2	-2	0	3
CN(c1cccc(Cl)c1)S(=O)(=O)c1cccc(C(=O)NC2=NCCS2)c1	-15	0.97	12	1.1	-3	3	-1	1	-2
CC(NC(=O)c1cc(S(=O)(=O)N(C)C)ccc1N1CCCC1)C1CC2CCC1C2 (stereo not given)	-15	1	-6	1.2	-3	-4	1	-1	2
Cc1cccc(C)c1NC(=O)CN(C1CCCCC1)S(C)(=O)=O	-14	1	-3	1.1	-4	-3	1	-2	2
CCN(CCn1cccn1)C(=O)CC1C(=O)NCCN1Cc1cc(OC)cc(OC)c1 (stereo not given)	0	0.92	-6	1	-8	8	-2	-3	1
NC(=O)c1c(NC(=O)COC(=O)c2ccc(O)c(Cl)c2)sc2c1CCCC2	-1	0.81	2	1	-5	19	1	-1	-12
CC(C)Cc1nc2ccc(N)cc2[nH]1	2	1	13	0.98	-1	0	1	3	-3
CCOc1cc(C)c(C(C)C)cc1S(=O)(=O)n1cnc(C)c1	5	1	6	0.95	-5	0	-5	-3	2
CCOc1cc(N2CCOCC2)c(OCC)cc1NC(=O)C1CCCC1	-30	1.1	18	1.3	-6	-12	-3	-5	-1
O=C1CSC(c2ccncc2)N1Cc1ccco1 (stereo not given)	-2	0.92	1	1	-5	8	-1	-1	4
CC(=O)c1sc(NC(=O)Cc2c(F)cccc2Cl)nc1C	16	0.88	-3	0.84	-5	12	0	-1	-9
CCOc1ccc(CN2CCN(Cc3nc(C(C)C)cs3)CC2CCO)cc1 (stereo not given)	-2	0.97	1	1	-3	3	0	-2	x
COc1ccc(CCNC(=O)COc2nsnc2N2CCOCC2)cc1OC	2	0.96	-3	0.97	-7	4	3	-3	2
O=C(O)c1ccccc1S(=O)(=O)Cc1ccccc1	6	0.97	16	0.94	-5	3	-3	-1	0
Cc1cccc(C)c1NC(=O)CSc1nnnn1C	-1	1	0	1	-8	-3	-1	-5	3
O=c1cc(-c2ccc(O)c(O)c2)oc2ccc3ccccc3c12	-12	0.84	25	1.1	-2	16	-6	4	0
Cc1cc(-c2cc(N)n(-c3ccccc3)n2)c(C)n1C1CCCC1	-45	1.1	-3	1.5	-5	-6	-4	-6	-11
COc1ccc2sc(-c3ccc(N(C)C)cc3)c(C#CCCO)c2c1	0	1	14	0.99	-4	0	-7	-2	-28
CS(=O)(=O)NCCCNc1c(Cl)cccc1[N+](=O)[O-]	-9	0.91	13	1.1	-7	9	1	-2	0
O=C/C=C/c1c(-c2ccccc2)cc2oc3ccccc3cc1-2	10	0.94	1	0.9	4	6	-6	2	20
CC(C)CCNC(=O)c1ccc2c(c1)N(C)C(=O)c1ccccc1S2	6	0.99	16	0.94	-7	1	-1	0	1
Cc1cc(=O)[nH]c(NCc2ccc(Cl)cc2)n1	10	1.1	14	0.9	20	-6	-3	0	-1
COc1cc(/C=C/C(=O)OCC(=O)NCCc2ccc(F)cc2)ccc1OC(F)F	-4	0.93	10	1	0	7	3	1	1
COc1ccc(F)cc1C(=O)C1CCCN(Cc2cnc(N3CCCC3)s2)C1 (stereo not given)	-25	1	12	1.2	-8	0	-2	3	2
O=C(c1nn(-c2ccccc2)c(=O)c2ccccc12)N1CCN(c2ccccn2)CC1	0	0.92	0	1	-10	8	0	1	0
O=C(Nc1ccnn1C1CCN(CCCC2CCCC2)CC1)c1ccccc1	-52	1.3	14	1.5	-3	-26	-5	1	0
COC(=O)c1sc(C(F)(F)F)c(-c2ccccc2)c1S(=O)(=O)N(C)C	6	1.1	22	0.94	-7	-6	-2	1	1
Cc1cc(C(=O)COC(=O)c2n[nH]c(=O)c3ccccc23)c(C)n1C(C)C	16	0.98	10	0.84	-5	2	3	-4	2
COc1ccc(Cc2nnc(SCC(=O)Nc3ccc(C)c(Cl)c3)[nH]c2=O)cc1	-2	1	-3	1	-3	-2	-5	0	0
O=C(CSc1nc(=O)n(CCCN2CCOCC2)c2c1CCCC2)Nc1cccc(F)c1	8	0.97	13	0.92	-8	3	-3	-4	2
COc1ccc(S(=O)(=O)Cc2ccc(C(=O)NC3CCCCCC3)o2)cc1	-9	1.1	22	1.1	-1	-10	-1	0	2
O=C(O)C(Cc1c[nH]c2ccccc12)NS(=O)(=O)c1ccccc1 (stereo not given)	-7	0.98	11	1.1	-8	2	0	-6	-2
Cc1cc(C)c(S(=O)(=O)N2CCN(C3CC(=O)N(c4ccccc4Cl)C3=O)CC2)c(C)c1 (stereo not given)	-5	0.95	12	1.1	-5	5	0	-3	2

Compound activity deposited in PubChem by Sanford-Burnham Center for Chemical Genomics.
